Bioassay records from PubChem.
NPY-Y1 PAM-ag: NPY-Y1 receptor potentiators or agonists, primary screen, cell-based. Neuropeptide Y receptor type 1 (Homo sapiens), P25929. 0.37% of 220,000 active. activation, % at 3.6 µM. NPY-Y1 expressing cells, potentiator/agonist activation; in the data active = activation above about 33%, passing the limit was not always enough;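 note: cells stimulated with NPY at EC10 then isoproterenol at EC100; 0% = low agonist plus stimulus and 100% = saturating agonist plus stimulus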
NPY Y1 blocker: NPY-Y1 receptor antagonists, primary screen, cell-based; inhibition, % at 3.6 µM; Neuropeptide Y receptor type 1 (Homo sapiens), P25929; HEK293-CNG Y1 cells, membrane potential fluorescence; NPY at EC95, then isoproterenol; 1% of 200,000 active;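 active = inhibition above the campaign mean inhibition of all tested compounds plus 3 SD, cut at about 20% in these data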;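 note: 0% = DMSO wells given NPY plus isoproterenol and 100% = isoproterenol alone without NPY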
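Test system: HEK293 cells co-expressing NPY Y1 receptor and cyclic-nucleotide gated channel; Also added: NPY (25 nM), isoproterenol (1 µM), Ro 20-1724 (25 µM); Compound dosing: one concentration, 3.6 µM, in 0.4% DMSO; Timing: dye 3 h, compound 60 min room temperature, stimulation 45 min; Technique: Membrane-potential fluorescent dye readout.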
CHOP inhibitor: inhibitors of CHOP promoter induction, primary screen, cell-based, unfolded protein response, luciferase reporter. inhibition, % at 10 µM. AID 2732, 2010. CHO-K1 CHOP-promoter luciferase, tunicamycin-induced, 15-18 h. 3.8% of 220,000 active;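 active = compounds that reduced the stress-induced luciferase reporter signal by more than about 70% of percent inhibition, limit read from the data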;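 note: 0% = tunicamycin plus vehicle and 100% = wells without tunicamycin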
TRPML3 agonist: human TRPML3 channel agonists, primary screen, cell-based, HEK293 TRPML3-YFP, Fluo-8 calcium fluorescence, 3 µM; activation, % at 3 µM; 100% = the carbachol control signal; Mucolipin-3 (Homo sapiens), Q8TDD5; 0.29% of 220,000 active;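 active = activation above its plate's cutoff, the mean activation of the plate's test wells plus 3 SD, cut at about 12% in these data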;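 note: 0% = DMSO only wells and 100% = carbachol wells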
Target sequence (Q8TDD5 whole entry, looked up): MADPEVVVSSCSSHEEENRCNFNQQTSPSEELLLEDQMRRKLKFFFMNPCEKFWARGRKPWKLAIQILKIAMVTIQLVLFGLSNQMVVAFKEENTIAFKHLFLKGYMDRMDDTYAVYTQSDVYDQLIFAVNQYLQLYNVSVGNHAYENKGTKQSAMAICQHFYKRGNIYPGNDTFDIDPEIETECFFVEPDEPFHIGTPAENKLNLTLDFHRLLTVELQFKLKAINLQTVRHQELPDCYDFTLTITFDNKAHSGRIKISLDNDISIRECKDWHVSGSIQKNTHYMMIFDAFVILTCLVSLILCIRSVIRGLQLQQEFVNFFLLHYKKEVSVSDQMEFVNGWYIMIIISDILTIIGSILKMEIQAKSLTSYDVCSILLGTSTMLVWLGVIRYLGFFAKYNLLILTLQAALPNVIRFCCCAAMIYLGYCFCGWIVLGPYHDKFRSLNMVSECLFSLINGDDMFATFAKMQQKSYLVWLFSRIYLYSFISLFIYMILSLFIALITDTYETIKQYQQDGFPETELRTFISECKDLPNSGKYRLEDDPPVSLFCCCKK
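Test system – HEK293 line with stable expression of human TRPML3-YFP channel · Control set – carbachol 87 µM final as high control (100%), DMSO as low control (0%) · Signal – Fluo-8 calcium dye fluorescence, ex 470-495, em 515-575 nm · Incubation – 1-h 37 °C dye load, 5-s basal, 120-s post-compound reads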
zfTRPN1 agonist: zebrafish TRPN1 channel agonists, primary screen, cell-based, HEK293, calcium fluorescence; activation, % at 3 µM; HEK293 zebrafish TRPN1-YFP, Fluo-8 calcium fluorescence; 100% = response to 87 µM carbachol; 0.18% of 220,000 active; AID 1424, 2008;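 active = activation above its plate's cutoff, the mean activation of test wells on that plate plus 3 SD, cut at about 19% in these data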;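 note: 0% = DMSO alone and 100% = 87 µM carbachol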
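System: zebrafish TRPN1-YFP in HEK293 cells / Dosing: 3 µM single point / Timing: dye loading 1 h at 37 °C, then 30 min room temperature / Signal: Fluo-8 calcium fluorescence, excitation 470-495 nm, emission 515-575 nm / Read-out basis: percent activation from peak over basal fluorescence ratio, control-normalized / Control set: high carbachol 87 µM, low DMSO alone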
EP2 antag: human EP2 receptor antagonists, primary screen, TR-FRET cAMP, C6 glioma cells. Prostaglandin E2 receptor EP2 subtype (Homo sapiens), P43116. C6 glioma cells expressing human EP2; cells stimulated with saturating PGE2. inhibition, % at 25 µM. 0.52% of 260,000 active;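 active = percent inhibition above 40 after rounding to a whole number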;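 note: rat C6 glioma host cells with rolipram phosphodiesterase inhibitor present; the protocol text gives 20 µM as final concentration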
Target sequence (P43116 whole entry, looked up): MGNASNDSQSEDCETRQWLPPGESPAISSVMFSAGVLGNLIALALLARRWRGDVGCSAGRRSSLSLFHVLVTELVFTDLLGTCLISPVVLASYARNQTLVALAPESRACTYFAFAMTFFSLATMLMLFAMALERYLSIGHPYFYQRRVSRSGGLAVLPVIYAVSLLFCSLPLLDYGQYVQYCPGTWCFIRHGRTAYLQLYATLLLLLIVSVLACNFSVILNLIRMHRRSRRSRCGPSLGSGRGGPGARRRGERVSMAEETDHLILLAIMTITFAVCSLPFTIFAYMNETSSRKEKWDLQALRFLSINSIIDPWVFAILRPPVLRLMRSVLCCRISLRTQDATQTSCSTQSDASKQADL
PPC-1+TRAIL kill: compounds killing PPC-1 cancer cells with TRAIL present, primary screen, TRAIL potentiator project, ATPLite luminescence, uHTS | cell killing (% activity), % at 4 µM | PPC-1 cells + TRAIL, ATPLite viability luminescence | 0.41% of 220,000 active;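 active = cell killing above 50% in the first pass at 4 µM, then a duplicate retest at 5 µM averaging 50% or more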;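 note: plate controls were cells with TRAIL plus DMSO for no effect and medium-only wells lacking cells for full effect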
EP2 mod: EP2 receptor modulators, cAMP readout, primary screen, cell-based, HTRF cAMP, PGE2 stimulation; Prostaglandin E2 receptor EP2 subtype (Homo sapiens), P43116; induction, % at 25 µM; 0.83% of 260,000 active; EP2-expressing cells, cAMP HTRF FRET, PGE2 co-stimulation;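 active = compounds whose cAMP rise, as percent of the full-agonist control response, exceeds 60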;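 note: rat C6 glioma line stably carrying human EP2 under a CMV promoter; the protocol text gives 20 µM as final concentration; 100% = response of wells given 1 µM PGE2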
14-3-3 Bad PPI: inhibitors of 14-3-3 zeta/Bad binding, primary screen, biochemical, TR-FRET, bovine 14-3-3 zeta. TR-FRET 14-3-3zeta/Dy647-pBad peptide displacement, 1 h. inhibition, % at 21.7 µM. 0.71% of 220,000 active. AID 781, 2007;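 active = inhibition above about 70%, limit read from the data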;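 note: 0% = full 14-3-3 plus peptide FRET controls and 100% = background without 14-3-3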
Starred values were filed as active, the others as inactive; . = not tested or not shown; & = joins results of further samples; [ ] = dose if it differs, or a comment. The list is partial; the hit share may differ from the screen's.

SMILES | NPY-Y1 PAM-ag | NPY Y1 blocker | CHOP inhibitor | TRPML3 agonist | zfTRPN1 agonist | EP2 antag | PPC-1+TRAIL kill | EP2 mod | 14-3-3 Bad PPI
O=C(Nc1ccc2c(c1)OCCO2)C1CCN(c2ncccn2)CC1 | 13 | 6 | 32 | -0.3 | -0.3 | 10&4 | 23 | -22&-6 | -6
Cc1cc(C)cc(C(=O)Nc2ccc(N3CCCC3)cc2)c1 | -3 | 5 | -15 | -0.2 | -2.0 | 7 | 13 | 20 | 5
COC(=O)C1=CN(Cc2cccs2)C=C(C(=O)OC)C1c1ccc(OC)cc1OC | 16 | 8 | 2 | 0.0 | -1.3 | 13 | 10 | 52 | -9
Nc1ccc(Br)c2cccnc12 | 11 | 5 | 34 | 0.9 | 0.2 | 1 | 10 | -17 | 9
Cc1ccc(NC(=S)NC(=O)c2ccc(F)cc2)cc1S(=O)(=O)Nc1cccc(Cl)c1 | 0 | -5 | 2 | 0.4 | 1.6 | 11 | 15 | -55 | -6
CCOc1ccc(C2C(C(=O)O)CCC(=O)N2C2CCCCC2)cc1 (centres undefined) | 2 | -1 | 13 | 0.6 | 0.7 | 4 | 20 | 4 | 7
CCOC(=O)CCn1c2nc(C)cc(C)c2c(=O)n1-c1ccccc1 | 15 | 5 | 24 | -0.3 | -0.7 | 20 | 6 | 1 | .
CCOC(=O)N1CCN(C(=O)CCn2nc(-c3ccccc3)ccc2=O)CC1 | -2 | 0 | -16 | 0.3 | 0.2 | . | 12 | -30 | 1
Cc1nc(N2C(=O)C(=O)/C(=C(/O)c3ccccc3)C2c2ccco2)sc1C (centres undefined) | 21 | -6 | -26 | 0.7 | 1.0 | 31 | 27 | 10 | 21
CCOC(=O)C(C)Oc1ccc(C2NC(=O)NC(C)=C2C(C)=O)cc1Br (centres undefined) | -24 | 14 | 4 | -0.7 | 0.0 | 8 | 12 | 4 | 3
CCCc1nnc(-c2ccc(OC)cc2)o1 | 9 | 5 | -14 | 0.6 | -0.4 | 9 | 9 | 17 | 0
COC(=O)c1cnc(SCc2ccc([N+](=O)[O-])cc2)n1C | 2 | . | 7 | -0.6 | -2.6 | 12 | -6 | 2 | -11
COc1ccc(OC(=O)c2cnn(-c3ccccc3)c2C)cc1 | -9 | 10 | 0 | 0.4 | 0.5 | 7 | -7 | -14 | -10
COCCCNc1nc2ccccc2nc1NS(=O)(=O)c1ccc(C)cc1 | 20 | . | 14 | -0.6 | -0.2 | 12 | 17 | -4 | 2
CCc1cccc(NC(=S)N(CCCN2CCOCC2)C(C)c2cc3cccc(OC)c3o2)c1 (centres undefined) | -29 | 7 | 20 | -0.5 | -0.8 | 14 | 5 | 28 | -8
CCc1ccc(C(=O)NNc2ccc(C)c(Cl)c2)cc1 | -7 | . | 12 | -0.2 | -0.5 | 5 | 17 | -33 | -20
COc1ccc(-c2[nH]ncc2CN2CCCCCCC2)c(OC)c1 | -4 | 0 | 20 | 0.3 | 1.2 | 6 | 0 | 5 | -6
COc1ccc(NC(=O)C(=O)NCc2ccncc2)c(OC)c1 | 7 | 6 | -18 | 0.2 | -0.1 | 11 | 11 | 3 | 18
CCCc1cc(C(=O)Nc2sc3c(c2C#N)CCC3)no1 | -6 | 5 | 21 | 3.1 | 2.5 | . | 17 | -10 | 11
CC(=O)C1=C(O)CC(C)(C)CC1=NCc1nc2ccccc2[nH]1 | 12 | 7 | -9 | 0.7 | 0.2 | 7 | -1 | -9 | -6

Not a retest: four of the compounds above.
SMILES | NPY-Y1 PAM-ag | NPY Y1 blocker | CHOP inhibitor | TRPML3 agonist | zfTRPN1 agonist | EP2 antag | PPC-1+TRAIL kill | EP2 mod | 14-3-3 Bad PPI
CCCc1nnc(-c2ccc(OC)cc2)o1 | 9 | 5 | -14 | 0.6 | -0.4 | 9 | 9 | 17 | 0
COC(=O)c1cnc(SCc2ccc([N+](=O)[O-])cc2)n1C | 2 | . | 7 | -0.6 | -2.6 | 12 | -6 | 2 | -11
COc1ccc(OC(=O)c2cnn(-c3ccccc3)c2C)cc1 | -9 | 10 | 0 | 0.4 | 0.5 | 7 | -7 | -14 | -10
COCCCNc1nc2ccccc2nc1NS(=O)(=O)c1ccc(C)cc1 | 20 | . | 14 | -0.6 | -0.2 | 12 | 17 | -4 | 2

More structures follow.
SMILES | NPY-Y1 PAM-ag | NPY Y1 blocker | CHOP inhibitor | TRPML3 agonist | zfTRPN1 agonist | EP2 antag | PPC-1+TRAIL kill | EP2 mod | 14-3-3 Bad PPI
Cn1c(SCCOc2ccc(Cl)cc2)nnc1-c1ccncc1 | 9 | -1 | -16 | 0.8 | 1.7 | -1 | -6 | -11 | -1
C=CCNCCCOc1ccc(C)cc1Br | 7 | 3 | 1 | 0.4 | 0.4 | 2 | 11 | -10 | -9[fluorescence artefact?]
O=C(c1cc(=O)c2ccccc2o1)N1CCCc2ccccc21 | 9 | -1 | 1 | 0.0 | 0.3 | 14 | -2 | -4 | -5
O=C(NC(=S)Nc1cc(C(F)(F)F)ccc1N1CCOCC1)c1sc2ccccc2c1Cl | -24 | 1 | -19 | 1.1 | -1.1 | 12 | 5 | 31 | -5[fluorescence artefact?]
CC(C)OC(=O)c1cccc(-c2ccc(C=O)o2)c1 | 2 | -7 | 36 | -0.4 | -1.7 | 6 | 33 | 36 | -5
Cc1ccc(/C=N/n2c(C)nc3ccccc3c2=O)s1 | -11 | 4 | 26 | 0.1 | -1.1 | 2 | 26 | 28 | -2
COc1ccc(CCNC(=O)c2cnc3scc(C)n3c2=O)cc1OC | -2 | 7 | 13 | 1.4 | 2.3 | 14 | 19 | 16 | 8
Cc1ccc(-c2ccc(S(=O)(=O)N3CCN(C)CC3)cc2)cc1 | -10 | 7 | 36 | 0.6 | -1.1 | -1 | 19 | -4 | 13
CC(Sc1ccccn1)C(=O)Nc1ccccc1 (centres undefined) | -7 | -2 | 28 | -0.6 | -1.3 | 3 | 2 | 32 | 6[fluorescence artefact?]
O=C(/C=C/c1ccccc1Cl)NCCc1ccc(F)cc1 | -1 | 3 | 4 | -0.3 | -1.9 | 7 | 0 | -75 | -13[fluorescence artefact?]
CCC1=NN(S(=O)(=O)c2ccc(C)cc2)C(O)(C(F)(F)F)C1 (centres undefined) | 3 | 3 | 5 | 1.0 | 1.1 | 3 | -2 | 29 | -2
O=C(COC(=O)/C=C/c1ccc2c(c1)OCO2)NC1CC1 | 6 | 15 | 33 | 0.1 | 0.2 | 13 | -1 | 4 | -14
COc1ccc(N(CC(=O)Nc2ccccc2C(=O)O)S(=O)(=O)c2ccc(C)c([N+](=O)[O-])c2)cc1 | -8 | 9 | -10 | 2.6 | 2.1 | 3 | 2 | 11 | 2
COc1ccc(N2Cc3ccccc3C2=NC(=O)c2cccc([N+](=O)[O-])c2)cc1 | -3 | 0 | -43 | 0.5 | -0.4 | 6 | 20 | 19 | -13[fluorescence artefact?]
Cc1ccc(C2NC(c3ccc(C)cc3)C(C)C(=NO)C2C)cc1 (centres undefined) | -14 | 7 | 84* | -1.3 | 0.2 | 11 | 13 | 21 | -6
C=CCNc1sc(C(=O)c2ccc(Br)s2)c(N)c1C#N | -19 | -1 | 16 | 1.1 | 0.5 | 8 | 24 | 7 | -10
COc1cc(Br)c(C(C)NC(=O)c2cccc(Br)c2)cc1OC (centres undefined) | -11 | -3 | 11 | -0.1 | 2.1 | 7 | 20 | -3 | .
COc1ccc(C2C(C(=O)NCCN3CCOCC3)c3ccccc3C(=O)N2C)cc1OC (centres undefined) | 8 | 3 | -6 | 0.4 | -0.8 | 9 | 1 | 5 | 16[fluorescence artefact?]
CCNc1nc(NC#N)nc(SCC(=O)OCC)n1 | -11 | 0 | -28 | 1.1 | -1.0 | 12&6 | 3 | -20&13 | 12
Cc1nc(-c2cccc(N)c2)cs1 | 13 | 4 | -13 | 0.6 | 0.0 | 10 | 23 | -2 | 2
COc1ccc(CCNC(=O)CN2CCC(C)CC2)cc1OC | 4 | 0 | 22 | 0.9 | 0.0 | 8&9 | 36 | 5&3 | 29[fluorescence artefact?]
CCOc1ccc2nc(NC(=O)COC)sc2c1 | 7 | 1 | 1 | 0.2 | -0.2 | 6&6 | 26 | 22&-30 | 0
Cc1ccc(S(=O)(=O)n2c([N+](=O)[O-])cnc2C)cc1C | 13 | 5 | -15 | 1.1 | 0.8 | 6 | 11 | 6 | 15
CC1=C(C(=O)N2CCCCC2)C2(CCC(C)CC2)OC1=O (centres undefined) | 0 | 5 | 6 | 0.1 | -0.3 | 7 | 20 | -16 | -27
C=CCNC(=S)Nc1ccc(C)c(S(=O)(=O)N2CCCCC2)c1 | 27 | 0 | 1 | 1.5 | 1.4 | 7 | -10 | -96 | 0
CN(C)CCCNC(=O)CCc1ncc(C(F)(F)F)cc1Cl | 23 | 1 | -16 | 0.5 | -0.3 | 1 | -13 | 6 | -6
COCC(C)NC(=O)Cc1ccc(F)cc1 (centres undefined) | -10 | -2 | -18 | 0.1 | 1.0 | 9 | 22 | 29 | 2
O=C(Nc1ccccc1C(=O)NCc1cccnc1)c1ccc(Cl)cc1Cl | -14 | 5 | 27 | 0.4 | 2.3 | 7 | 8 | -5 | 11[fluorescence artefact?]
CC(=O)NCCn1ccc2ccccc21 | -25 | 1 | -8 | -0.1 | -0.1 | 14 | 12 | 7 | -1[fluorescence artefact?]
COc1ccc(-c2nc(-c3ccccc3)c(-c3cc([N+](=O)[O-])ccc3C)[nH]2)cc1O | 19 | -6 | 74* | -0.3 | 0.1 | 9 | 21 | 6 | 6
CCn1c(SCc2nnc(-c3ccccc3)o2)nnc1-c1ccc(S(=O)(=O)N2CCCC2)cc1 | -3 | 6 | 3 | 0.7 | 1.5 | 8 | 9 | -8 | -3[fluorescence artefact?]
FC(F)(F)c1ccc(Oc2ccc(Cl)cc2Br)nc1 | 1 | -2 | -11 | 0.7 | -0.1 | 7 | 16 | 22 | 1
CC1CN(Cc2c(O)ccc3c(=O)c(-c4ccccc4)coc23)CC(C)O1 (centres undefined) | -17 | -1 | 9 | 0.2 | 0.1 | 6 | . | -27 | -4
O=C(Nc1nnc(C2CC2)s1)c1cc(S(=O)(=O)N2CCCCC2)ccc1N1CCOCC1 | 12 | . | 3 | 0.1 | 2.2 | 5 | 26 | -10 | -3
